# eLon inh: E. coli protease La inhibition; purified E. coli Lon protease, fluorescence polarization; inhibition, % at 7.94 µM; 0.42% of 360,000 active; AID 602123; in the data active = inhibition above about 13%, passing the limit was not always enough;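 note: 0% = enzyme with probe and DMSO and 100% = no enzyme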
# CendR NRP1 mod: modulators of CendR peptide binding to human neuropilin-1; O14786; FAM-RPARPAR peptide binding to NRP-1, fluorescence polarization; inhibition, % at 25 µM; 0.85% of 360,000 active;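 active = inhibition or corrected inhibition above about 18%, plus a signal ratio from 0.5 to 1.5, limit read from the data, passing the limit was not always enough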; note: strong numbers were not always called active
# Target sequence (O14786 whole entry, looked up): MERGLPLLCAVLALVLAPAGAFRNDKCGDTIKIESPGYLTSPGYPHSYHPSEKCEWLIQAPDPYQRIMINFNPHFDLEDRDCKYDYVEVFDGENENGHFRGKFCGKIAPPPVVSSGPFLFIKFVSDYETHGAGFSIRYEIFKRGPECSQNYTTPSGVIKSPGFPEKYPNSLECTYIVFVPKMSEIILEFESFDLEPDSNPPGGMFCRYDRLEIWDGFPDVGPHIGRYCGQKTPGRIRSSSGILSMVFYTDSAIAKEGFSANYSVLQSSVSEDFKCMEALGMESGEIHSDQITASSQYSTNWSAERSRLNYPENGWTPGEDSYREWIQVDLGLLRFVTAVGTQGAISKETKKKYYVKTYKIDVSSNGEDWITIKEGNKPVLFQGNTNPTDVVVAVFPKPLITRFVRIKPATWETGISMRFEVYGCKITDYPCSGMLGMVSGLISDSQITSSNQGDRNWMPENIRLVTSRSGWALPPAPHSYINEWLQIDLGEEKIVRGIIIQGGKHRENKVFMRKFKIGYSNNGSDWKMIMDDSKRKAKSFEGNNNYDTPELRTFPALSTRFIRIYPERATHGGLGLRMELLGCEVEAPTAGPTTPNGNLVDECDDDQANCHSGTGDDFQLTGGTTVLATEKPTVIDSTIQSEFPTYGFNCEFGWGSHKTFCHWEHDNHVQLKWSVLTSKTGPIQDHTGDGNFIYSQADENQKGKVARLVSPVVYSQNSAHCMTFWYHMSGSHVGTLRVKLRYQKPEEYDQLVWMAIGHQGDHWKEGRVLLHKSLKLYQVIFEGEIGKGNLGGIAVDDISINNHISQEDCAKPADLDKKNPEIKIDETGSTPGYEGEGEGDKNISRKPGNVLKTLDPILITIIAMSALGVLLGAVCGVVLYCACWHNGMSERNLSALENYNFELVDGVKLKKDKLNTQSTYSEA
# MT1-MMP act inh: MT1-MMP (human) activation inhibition | HT1080 RFP-PRO-GFP cells, GFP/RFP ratio fluorescence, overnight; percent of plate control window, DMSO zero | 0.061% of 360,000 active | AID 651647 | GFP/RFP ratio change, % at 20 µM;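 active = GFP/RFP ratio change of at least 30% with cell ATP level not reduced by more than half and red fluorescence within 50% of control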; note: strong numbers were not always called active
#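 Compound: 20 µM single dose, 1% DMSO / System: HT1080 RFP-PRO-GFP cells / Controls: DMSO and RFP-L50D-GFP cell wells / Read-out basis: GFP/RFP fluorescence ratio / Schedule: overnight compound exposure at 37 °C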
# SKN-1 inh: inhibitors of C. elegans SKN-1; C. elegans VP596 Pgst-4::GFP/RFP ratio, acrylamide-induced, 24 h; inhibition, % at 21.8 µM; 0.49% of 360,000 active; AID 624304;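 active = interference check ratio from 0.5 to 1.5 plus GFP to RFP signal ratio inhibition reaching or exceeding a fixed threshold, cut at about 30% in these data, passing the limit was not always enough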; note: some compounds called inactive have numbers as strong as hits
# bovine MsrA act: activators of bovine methionine sulfoxide reductase A; purified bovine MsrA, absorbance read-out; activation, % at 10.6 µM; 0.3% of 360,000 active; in the data active = activation above about 7.5%;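 note: 0% = vehicle and 100% = reference activator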
# PABP1 MLLE inh: inhibitors of microRNA-mediated deadenylation, human PABP1 MLLE binding; inhibition, % at 20 µM; GST-MLLE / FITC-PAM2 fluorescence polarization; P11940; 0.36% of 360,000 active; in the data active = inhibition above about 35%, passing the limit was not always enough;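 note: plate controls were DMSO wells with GST-MLLE for no effect and wells lacking GST-MLLE protein for full effect; some results filed as inactive read as strong as hits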
# MsrA inhibitor: bovine MsrA inhibition | 0.75% of 360,000 active | inhibition, % at 15.5 µM | purified bovine MsrA, absorbance read-out; in the data active = inhibition above about 4.5%;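 note: 0% = vehicle wells with enzyme and 100% = reference inhibitor wells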
# FAS-TE inh: inhibitors of human fatty acid synthase thioesterase domain. inhibition, % at 15 µM. recombinant FAS-TE, OMFH fluorogenic substrate, fluorescence endpoint. 0.67% of 360,000 active. P49327;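 active = compounds whose normalised, plate-corrected inhibition of enzyme fluorescence in the single-dose primary screen is 50% or more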;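 note: 0% = DMSO with enzyme and 100% = substrate without enzyme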
# Tb MetRS inh: Trypanosoma brucei MetRS inhibition; purified T. brucei MetRS, ATP depletion, Kinase-Glo luminescence; inhibition, % at 11.9 µM; 0.4% of 360,000 active; AID 624268;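 active = inhibition above a per-plate cutoff of the control wells' mean inhibition plus 3 SD, cut at about 5.5% in these data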;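 note: 0% = DMSO wells median and 100% = median of wells with control inhibitor compound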
#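 Dosing: 11.9 µM single point; system: parasite MetRS enzyme; technique: luminescence of leftover ATP; times: 15 min enzyme-compound preincubation, 2 h reaction, 10 min detection, 25 °C; replicates: each compound tested once; read-out basis: percent inhibition relative to median high and low control wells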
# * hit, by the source's call; · = no result given. Random draw from the library. Share with any hit: about 4%.
nr	Compound	PABP1 MLLE inh	MsrA inhibitor	MT1-MMP act inh	eLon inh	FAS-TE inh	SKN-1 inh	CendR NRP1 mod	Tb MetRS inh	bovine MsrA act
1	N/C(=N\OC(=O)c1cnn(-c2ccccc2)c1C(F)(F)F)c1ccc(C(F)(F)F)cc1	0	1.5	3	5	12	5	9	0.9	-4
2	O=C(C(=C1NCCN1)n1cncn1)c1ccccc1	2	0.6	-1	6	-13	12	-17	-0.8	-2
3	CCN(CC)CCN1CCn2c3c(c4cc(C)ccc42)CCCC31 (centres undefined)	14	3.0	-9	8	-3	-4	-7	-0.3	-3
4	CCCCn1c(=O)[nH]c(=O)c2c1nc(COc1ccc(C#N)cc1)n2CCC	-9	0.2	2	2	1	24	2	0.4	3
5	O=C(Nc1ccc2oc(-c3ccncc3)nc2c1)c1ccco1	1	1.1	3	1	-2	11	-7	0.1	-3
6	O=C(Nc1cccc(C(F)(F)F)c1)C1CCCCC1	4	0.4	1	-13	8	15	-6	-0.5	-6
7	C/C(Cl)=C\CNC(C)c1ccccc1 (centres undefined)	5	-0.7	-10	7	-8	18	6	-0.2	-4
8	CCC(=O)NC(c1cccc([N+](=O)[O-])c1)c1c(O)ccc2ccccc12 (centres undefined)	-6	0.4	-4	-2	-2	7	0	1.6	-1
9	COc1ccccc1N1CCN(Cc2cc(=O)n3ccsc3n2)CC1	1	0.9	-1	4	-9	5	-9	-1.3	-7
10	CCCCSc1nnc(-c2c[nH]c3ccccc23)n1C	-28	0.5	7	-14	0	2	-9	2.0	-4
11	COc1ccc(CC(=O)OCC(=O)NCc2ccc(C)cc2)cc1OC	-8	0.2	1	0	-10	6	17	-0.1	-2
12	O=C(c1ccc(N2C(=O)C3CCCCC3C2=O)cc1)N1CCCCC1 (centres undefined)	2	0.8	1	-5	-5	-6	2	-1.3	-11
13	CCOc1ccccc1OCCOc1ccccc1OC(C)C	-4	0.7	1	-4	8	-5	2	0.2	-4
14	O=C(NCCCO)c1cc([N+](=O)[O-])cc2c1C=Cc1ccccc1O2	-111	1.9	-3	-6	3	-4	6	-0.7	-6
15	Cc1nc2ccc(S(=O)(=O)NC(C(=O)N3CCC(C)CC3)C(C)C)cc2s1 (centres undefined)	10	1.4	0	-6	0	9	3	-0.3	-2
16	COC(=O)C[C@H]1CC[C@H](NS(=O)(=O)c2cn(C)cn2)[C@@H](CO)O1	·	-0.1	·	·	·	0	-3	-0.8	·
17	CCOC(=O)C1=CCN(S(=O)(=O)c2ccccc2C(=O)OC)C1c1ccc(Cl)cc1 (centres undefined)	-16	0.9	1	8	15	1	13	-1.1	0
18	Cc1ccc2c(CN3CCCCC3C)cc(=O)oc2c1 (centres undefined)	4	1.4	2	-1	0	9	2	-0.6	-4
19	O=C(NC1CCS(=O)(=O)C1)c1ccc(-c2ccc(Br)cc2)o1 (centres undefined)	11	0.9	4	-11	-4	14	-5	1.1	-2
20	O=C(CSc1ccccn1)Nc1ccc(NC(=O)CSc2ccccn2)cc1	-8	2.5	3	-6	-6	5	-7	-0.2	-2
21	CN1CCN(S(=O)(=O)NC[C@H]2O[C@@H](n3cnc4c(N)ncnc43)[C@H](O)[C@@H]2O)CC1	1	-1.5	4	-7	-7	-3	-22	-0.2	-13
22	COc1cccc(C(=O)NC2=NCCS2)c1	-5	-1.4	2	-1	-3	-16	4	-1.5	3
23	COc1ccc(CCN(C)C2CCCN(C(=O)c3ccnn3C)C2)cc1OC (centres undefined)	-2	0.8	0	-4	-3	2	-12	-0.4	-2
24	O=C(c1cnccn1)N1CCCC(N2CCN(c3cccc(Cl)c3)CC2)C1 (centres undefined)	-3	0.5	-3	0	-2	0	-1	-0.3	-3
25	C#CCSc1nnc(-c2ccc(C)cc2)o1	-39	-0.8	-2	-10	-2	2	1	0.0	-5
26	CCCCCCn1cc(C(=O)OCC)c(=O)c2cc(F)c(F)cc21	0	-1.0	-3	4	14	-3	4	2.1	-2
27	CCCCN1C(=O)C2(NNc3ccccc3O2)c2ccccc21 (centres undefined)	-87	-1.2	-116	-69	3	6	-168	0.4	-3
28	COc1ccc(/C=N\N2CCN(Cc3ccccc3Cl)CC2)cc1	7	2.3	3	-2	6	6	-4	1.4	1
29	Cc1ccc(C(=O)OCCN(C)Cc2ccccc2)cc1	-4	-0.7	0	1	-1	4	-2	-0.1	-3
30	Cc1ccc(-c2noc(CSc3nnnn3C3CCCCC3)n2)cc1	-15	1.1	1	1	28	-1	-2	-0.7	0

# Ordered by count of non-hydrogen atoms (low to high): 11 of the compounds above
nr	Compound	PABP1 MLLE inh	MsrA inhibitor	MT1-MMP act inh	eLon inh	FAS-TE inh	SKN-1 inh	CendR NRP1 mod	Tb MetRS inh	bovine MsrA act
22	COc1cccc(C(=O)NC2=NCCS2)c1	-5	-1.4	2	-1	-3	-16	4	-1.5	3
18	Cc1ccc2c(CN3CCCCC3C)cc(=O)oc2c1 (centres undefined)	4	1.4	2	-1	0	9	2	-0.6	-4
29	Cc1ccc(C(=O)OCCN(C)Cc2ccccc2)cc1	-4	-0.7	0	1	-1	4	-2	-0.1	-3
19	O=C(NC1CCS(=O)(=O)C1)c1ccc(-c2ccc(Br)cc2)o1 (centres undefined)	11	0.9	4	-11	-4	14	-5	1.1	-2
27	CCCCN1C(=O)C2(NNc3ccccc3O2)c2ccccc21 (centres undefined)	-87	-1.2	-116	-69	3	6	-168	0.4	-3
26	CCCCCCn1cc(C(=O)OCC)c(=O)c2cc(F)c(F)cc21	0	-1.0	-3	4	14	-3	4	2.1	-2
30	Cc1ccc(-c2noc(CSc3nnnn3C3CCCCC3)n2)cc1	-15	1.1	1	1	28	-1	-2	-0.7	0
24	O=C(c1cnccn1)N1CCCC(N2CCN(c3cccc(Cl)c3)CC2)C1 (centres undefined)	-3	0.5	-3	0	-2	0	-1	-0.3	-3
23	COc1ccc(CCN(C)C2CCCN(C(=O)c3ccnn3C)C2)cc1OC (centres undefined)	-2	0.8	0	-4	-3	2	-12	-0.4	-2
21	CN1CCN(S(=O)(=O)NC[C@H]2O[C@@H](n3cnc4c(N)ncnc43)[C@H](O)[C@@H]2O)CC1	1	-1.5	4	-7	-7	-3	-22	-0.2	-13
17	CCOC(=O)C1=CCN(S(=O)(=O)c2ccccc2C(=O)OC)C1c1ccc(Cl)cc1 (centres undefined)	-16	0.9	1	8	15	1	13	-1.1	0

# Continuation:
nr	Compound	PABP1 MLLE inh	MsrA inhibitor	MT1-MMP act inh	eLon inh	FAS-TE inh	SKN-1 inh	CendR NRP1 mod	Tb MetRS inh	bovine MsrA act
31	Cc1cc(C)cc(NC(=S)/N=C(\N)Nc2nc(C)c3ccccc3n2)c1	30	0.2	-3	0	44	13	-1	0.6	-1
32	CCN(c1ccc(OC)cc1)S(=O)(=O)c1cc(-c2cc(C)no2)ccc1OC	-9	1.1	-1	-2	15	7	17	0.6	2
33	O=c1c2c3c(sc2nc2n1CCCCC2)C(O)CCC3 (centres undefined)	9	-1.9	1	-5	-1	4	-3	0.0	0
34	Cc1ccc(CC(=O)Nc2ccc([N+](=O)[O-])cc2C)cc1	0	0.3	0	-9	25	9	-14	0.4	-4
35	C=CCN1C(=O)C2C(C(=O)NC)C3(C)C=CC2(O3)C1C(=O)NCc1ccc(OC)cc1 (centres undefined)	-1	1.7	-9	-5	-3	4	2	0.1	-2
36	O=C(c1ccc(-n2cccc2)cc1)N1CCN(Cc2ccccc2)CC1	-10	0.2	4	-2	3	13	15	-0.9	-5
37	COc1ccc2nc(SCC(=O)N(C)C3CCCCC3)c(C#N)cc2c1	-15	-0.2	-13	-3	28	3	1	-0.5	-10
38	O=C(O/N=C(/c1ccccc1)c1ccncc1)c1ccccc1[N+](=O)[O-]	-7	-1.3	-4	-8	6	-2	-8	0.2	1
39	O=C(O)c1cccc(Cn2c(Cl)c(/C=N/NC(=O)c3ccccc3)sc2=O)c1	-105	5.7*	1	1	-4	-1	-47	0.4	-4
40	COc1ccccc1N1CCN(C(=O)CN(C)S(=O)(=O)c2ccc3c(c2)c(=O)n(C)c(=O)n3C)CC1	0	0.5	-2	-4	-2	9	-19	-0.3	-2
41	CCOc1ccc(N(CC(=O)Nc2ccccc2OC)S(C)(=O)=O)cc1	-13	0.5	-4	-4	-1	27	-8	-0.2	-2
42	CCCN(CC(=O)Nc1ccc(Cl)cc1Cl)C(=O)/C=C/c1cc(OC)ccc1OC	-6	-0.3	0	2	22	7	8	1.2	-1
43	CCN1C(=O)[C@@H]2[C@@H](c3ccc(-c4ccc5c(c4)OCO5)c(OC)c3)N3CCC[C@@]3(C(=O)OC)[C@@H]2C1=O	6	-1.4	-6	7	3	-1	7	0.5	-3
44	CC1=CN2CC(O)CN=C2C=C1 (centres undefined)	-2	1.0	-1	-9	-9	-8	-1	-0.5	-4
45	COc1cc(OC)cc(C(=O)NC2CCN(Cc3nnnn3Cc3cccs3)CC2)c1	-4	0.3	3	-13	-1	-6	-1	0.2	-1
46	Cc1cnc(-c2nc3ccccc3n2C(C(=O)NC(C)(C)C)c2ccccc2)cn1 (centres undefined)	·	1.2	3	·	·	-5	-15	-0.8	·
47	COCCn1c(=NC(=O)/C=C/c2cccs2)sc2cc(NC(C)=O)ccc21	-6	1.3	·	-3	-8	5	-16	-1.8	-15
48	Cc1c(C(=O)NCc2ccccc2C(F)(F)F)sc(=O)n1Cc1ccc(F)cc1	3	-1.2	8	4	21	16	-6	-0.8	0
49	NC(=O)Cn1c(=O)n(CCC(=O)NCCSCc2ccccc2)c(=O)c2ccccc21	2	0.1	1	-1	-3	-12	-7	-0.8	-4
50	CCn1c(CNC(=O)c2ccc3c(c2)OCO3)nnc1SCC(=O)Nc1cc(C)ccc1OC	-6	-1.3	1	-10	-4	16	6	0.4	6
51	COc1ccc(CC(=O)N/N=C/c2sccc2C)cc1	5	0.3	-3	3	-4	-6	-10	-0.3	-4
52	Cc1cc([N+](=O)[O-])cc2c1NC(=O)C2(O)N1CCCCCC1 (centres undefined)	1	2.8	-3	6	3	-6	4	-0.1	-5
53	CCCNCc1cc(OCC)c(OCC(N)=O)cc1Br	-3	0.1	-4	-1	-6	22	7	-1.0	-5
54	COCCCN1C(=O)c2ccc(C(=O)NCCc3ccccc3)cc2C1=O	-7	-0.4	-6	-2	-2	5	0	-0.9	-3
55	CCOc1cc(N2CCOCC2)c(OCC)cc1NC(=O)CN1C(=O)C2CC=CCC2C1=O (centres undefined)	-1	0.3	1	4	-4	-6	-1	-0.7	-5
56	CCOCCn1c(SCc2c(F)cccc2Cl)nc2c1c(=O)[nH]c(=O)n2C	-3	-1.3	7	-4	2	31	2	-0.5	3
57	O=C(OCC(=O)N1CCCc2ccccc21)c1c(F)cccc1F	-12	-0.9	1	-2	-1	0	2	-0.4	2
58	COc1cccc(OCc2cc(C(=O)NCCc3cccc(C)n3)no2)c1	-7	-0.7	-4	-6	-3	-1	11	-0.1	-2
59	N#CC1(NC(=O)CN2C(=O)c3ccccc3C2=O)CCCCC1	5	0.7	-2	1	-5	-11	1	-0.3	-6
60	COc1ccc(NC(=O)COc2ccc(S(=O)(=O)N3CCOCC3)cc2C)cc1OC	-9	0.5	3	-8	-4	12	11	-0.7	-3
61	Cc1ccc(NC(=O)Cn2cc(C=O)c3ccccc32)cc1	-1	-0.7	-3	-12	3	3	-17	-1.8	-1
